High-throughput results deposited in PubChem by several laboratories.
GPR55 beta-arrestin – selective activators of receptor GPR55 – imaging, U2OS cells, beta-arrestin-GFP redistribution, primary screen (AID 1961); U2OS GPR55 beta-arrestin-GFP redistribution imaging; higher % means a stronger effect; activation, % at 10 µM; hits with a dose series show EC50 in µM; 290,000 tested, 0.048% active;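 active = activation above 40% with more than 50 cells counted in the well; inconclusive = wells holding fewer than 50 cells, flagged as toxic or sparse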;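 note: U2OS osteosarcoma cells stably expressing GPR55 and beta-arrestin-GFP; plate controls were DMSO negative control for no effect and LPI positive control for full effect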
NS5 inhibitors – Dengue-2 NS5 methyltransferase inhibitors, primary screen, biochemical, confirmation dose response (AID 588689); 340,000 tested, 0.3% active; one-dose inhibition, % at 25 µM; IC50 in µM for titrated hits; Dengue-2 NS5 methyltransferase capping enzyme assay, biochemical; higher % means a stronger effect; in the data active = a potency from the dose series; inconclusive = inhibition above about 29% without an active follow-up result
HIV peptide binding – cell-free HIV fusion peptide-binding blockers – biochemical, uHTS, fluorescence dequenching, primary screen (AID 1986); cell-free peptide binding, fluorescence dequenching, 30 min; higher % means a stronger effect; one-dose inhibition, % at 20 µM; IC50 in µM for titrated hits; 290,000 tested, 0.3% active; in the data active = inhibition mostly above about 52%, no sharp cut-off; inactive = mostly below about 76%; note: some results filed as inactive read as strong as hits
GPR55 LPI antagonism – GPR55 antagonists blocking LPI-driven arrestin recruitment, primary screen, imaging, U2OS, beta-arrestin-GFP, LPI agonist (AID 2013); U2OS GPR55 beta-arrestin-GFP translocation imaging, LPI antagonism; higher % means a stronger effect; 290,000 tested, 0.13% active; inhibition, % at 10 µM; hits with a dose series show IC50 in µM;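 active = spots per cell inhibited over 60%, with over 100 cells counted and total cytoplasm intensity under 500,000; inconclusive = wells with under 100 cells, flagged as likely toxic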;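 note: U2OS cells stably carrying GPR55 and arrestin-GFP stimulated by 5 µM LPI near EC80; imaged beta-arrestin-GFP aggregate spots per cell after agonist stimulation; plate controls were LPI-stimulated DMSO wells for no effect and DMSO wells without LPI for full effect; some results filed as inactive read as strong as hits; confirmed hits need IC50 under 10 µM and bright autofluorescent wells are also inconclusive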
NOD1 NF-kB reporter – inhibition of NOD1-driven NF-kB reporter – cell-based, luminescence, uHTS, primary screen (AID 1578); NOD1-driven NF-kB luciferase reporter cells, luminescence; higher % means a stronger effect; inhibition, % at 4 µM; hits with a dose series show EC50 in µM; 290,000 tested, 1% active; in the data active = inhibition mostly above about 36%, no sharp cut-off; inactive = mostly below about 34%;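 note: HEK-293T reporter cells stimulated with the NOD1 agonist gamma-tri-DAP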
KOR beta-arrestin-1 – kappa opioid receptor blockers – cell-based, luminescence, uHTS (AID 1778); KOR beta-arrestin recruitment, luminescence, antagonist mode; higher % means a stronger effect; 290,000 tested, 0.091% active; inhibition, % at 10 µM; hits with a dose series show IC50 in µM; in the data active = inhibition above about 50%; note: strong numbers were not always called active
West Nile virus CPE – West Nile virus antiviral activity, cell-based, CPE readout (AID 1621); West Nile virus-infected cells, CPE inhibition; higher % means a stronger effect; CPE inhibition, % at 10 µM, or IC50 in µM where a hit was titrated; 290,000 tested, 0.02% active; in the data active = a potency from the dose series; inconclusive = CPE inhibition mostly from about 3.7% at the one dose, without a potency; inactive = the rest, 99 in 100 with CPE inhibition below about 2.2%; note: strong numbers were not always called active
GPR35 arrestin U2OS – GPR35 antagonists blocking zaprinast-driven arrestin recruitment, primary screen, imaging, U2OS, beta-arrestin-GFP, zaprinast agonist (AID 2058); U2OS GPR35 beta-arrestin-GFP translocation imaging, zaprinast antagonism; higher % means a stronger effect; inhibition, % at 10 µM, or IC50 in µM where a hit was titrated; 290,000 tested, 0.052% active;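 active = inhibition of at least 50% with at least 30 cells and total cytoplasm GFP at most 10,000,000; inconclusive = under 30 cells or total GFP of 10,000,000 plus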
KOR beta-arrestin-2 – kappa opioid receptor activators – cell-based, luminescence, uHTS, primary screen (AID 1777); KOR beta-arrestin recruitment, luminescence; higher % means a stronger effect; 280,000 tested, 0.02% active; one-dose activation, % at 10 µM; EC50 in µM for titrated hits; in the data active = activation above about 50%, passing the limit was not always enough; note: a part of the inactive calls stands beside numbers as strong as those of hits
NS5 inhibitors pilot replicate – further read-out of NS5 inhibitors, marked with its call; inhibition, %; measured here: pilot screen replicate inhibition
* marks the source's active call; other numbers are inactive results; u = inconclusive; x = not tested or not shown; [ ] = remark or other dose. Not all compounds are listed; count on the stated rates, not on these rows.

SMILES | GPR55 beta-arrestin | NS5 inhibitors | HIV peptide binding | GPR55 LPI antagonism | NOD1 NF-kB reporter | KOR beta-arrestin-1 | West Nile virus CPE | GPR35 arrestin U2OS | KOR beta-arrestin-2 | others
Cc1ccc(/C=N/n2c(C)nnc2C)cc1 | 0.8% | 1% | -1.3% | 9% | -7% | 21% | 0.1% | -4% | -6.0%
CCOC(=O)C1=C(O)CCn2c1nc1ccccc12 | -0.2% | 1% | -3.8% | -1% | 23% | -13% | 1.0% | 2% | -2.0%
Cc1nonc1NC(=O)c1ccccc1Br | -0.1% | 1% | -0.2% | -11% | 2% | -111% | -0.3% | -8% | 3.8%
O=C(CSc1nnc(SCc2ccc(Cl)cc2)s1)c1ccc2c(c1)OCO2 | 0.4% | -6% | 0.1% | 0% | -37% | 39% | -0.7% | -4% | -3.0%
N#C/C(=C\c1cc2ccccc2nc1N1CCOCC1)C(=O)Nc1ccc(N2CCOCC2)cc1 | 2.0% | -6% | -2.9% | 4% | -11% | 0% | -0.4% | -1% | -0.7%
COc1cccc(-n2nc3c(-n4ncc(C#N)c4N)nnc(C)c3c2C)c1 | -0.4% | -5% | -2.1% | 5% | -12% | -12% | -0.8% | -1% | -1.2%
CC1CCN(c2nc3c(c(=O)[nH]c(=O)n3C)n2CC(C)CSc2nnnn2-c2ccccc2)CC1 (centres undefined) | -0.2% | 5% | -1.9% | 8% | -5% | -30% | -0.6% | -12% | 3.1%
CC(C)COC(=O)N(C)c1ccc(C(O)(C(F)(F)F)C(F)(F)F)cc1 | -0.1% | x | 3.8% | 7% | 6% | -10% | -0.5% | 2% | 8.6%
Oc1[nH]c2ccccc2c1N=Nc1nncc2ccccc12 | 0.6% | -4% | 0.1% | 5% | -3% | -5% | 0.1% | 8% | 1.1%
O=C(CN(C(=O)CCC(=O)Nc1nccs1)c1ccccc1F)NCc1ccccc1 | -0.2% | -6% | 0.5% | 3% | -7% | -9% | -0.5% | 6% | -2.6%
CC1(C)CC(=O)N(CC(=O)O)c2ccccc2S1 | 1.8% | -10% | 1.4% | 2% | 0% | -7% | 0.3% | -2% | -0.8%
CC(NC(=O)c1ccccc1)C(=O)N/N=C/c1ccco1 (centres undefined) | 0.2% | -4% | -1.0% | -6% | -13% | -7% | -0.1% | 20% | -1.9%
CCc1ccc(C(C)NC(=O)c2ccc(F)cc2)cc1 (centres undefined) | -0.4% | -2% | -3.7% | -4% | -7% | -8% | -0.2% | -2% | -0.8%
Nc1nc(Nc2ccccc2)nc(NCc2ccccc2)c1[N+](=O)[O-] | -0.1% | -5% | -2.0% | 10% | -5% | 17% | 0.2% | -1% | 7.3%
COCCSc1nnc(NC(=O)C2CCCCC2)s1 | -0.2% | 1% | 5.3% | -8% | -8% | 24% | -0.3% | -6% | 3.4% | NS5 inhibitors pilot replicate=-1.2
CN(C)S(=O)(=O)c1cccc(-c2nnc(-c3ccccc3)o2)c1 | -0.1% | 1% | 0.0% | 4% | -17% | 7% | 0.2% | 8% | -8.4%
CCN(CC)C(=O)C1CCCN(Cc2ccc3ccccc3c2)C1 (centres undefined) | -0.2% | 10% | -0.2% | -2% | -38% | -28%[20 µM] | -1.0% | 10% | -1.4%
Cc1ccc(C(=O)Nc2nc(-c3ccc([N+](=O)[O-])cc3)cs2)o1 | -0.3% | -7% | -4.9% | 13% | -11% | 8% | 0.5% | 4% | 3.5%
COc1cc(C=O)c(Br)cc1OC1CCCC1 | -0.1% | -4% | 1.7% | -2% | 2% | -17% | -0.1% | -10% | -6.8%
Cc1cc(C)c(NC(=O)COC(=O)CSc2ccc(Br)cc2C)c(C)c1 | -0.1% | -4% | -2.6% | 2% | -20% | -34% | 0.1% | 11% | -0.6%
Cc1cccc(NC(=S)NC2CCCC2)n1 | 0.1% | 16% | -1.3% | 0% | 2% | -3% | -1.2% | 3% | -0.5%
Cn1c(=S)ccc2ccccc21 | 0.7% | 0% | -1.2% | 8% | -22% | 1% | 0.0% | 6% | -5.4%
CN(C)c1ccc(CN(C(=O)c2ccco2)C2CCS(=O)(=O)C2)cc1 (centres undefined) | -0.1% | -8% | -2.7% | 5% | 2% | -23% | 0.3% | 14% | 6.8%
CCN(CC)CCCN(Cc1cc2cc3c(cc2[nH]c1=O)OCCO3)C(=O)Nc1ccccc1 | 0.3% | -1% | 1.5% | 20% | -31% | 8% | 1.1% | -1% | -1.6%
CCn1cc(C(=O)N[C@H](C(=O)NCCCn2ccnc2)C(C)C)c(=O)c2cc3c(cc21)OCO3 | -0.1% | -7% | -1.4% | -8% | -26% | -30% | 0.3% | -5% | 3.9%
COc1ccccc1NC(=O)NNC(=O)CN1C(=O)COc2ccccc21 | -0.2% | -2% | 0.1% | -11% | -26% | -29% | 0.0% | 3% | 1.2%
CC(C)Cn1c(CN2CCCCC2C)nc2c1c(=O)n(C)c(=O)n2C (centres undefined) | 0.8% | -4% | -0.1% | 8% | -9% | 18% | 0.2% | -1% | -4.8%
O=C(CN(c1ccc(F)cc1)S(=O)(=O)c1ccc2c(c1)OCCO2)Nc1cccnc1 | -0.1% | -2% | -1.6% | -3% | 3% | -46% | 0.0% | 3% | 5.8%
O=C(N/N=C/c1cccc(C(F)(F)F)c1)c1ccc(O)cc1 | -0.5% | -2% | -3.0% | -3% | -36% | -25% | -0.7% | -12% | 3.9%
CCOC(=O)CSc1nsc(SCC(=O)OCC)c1C#N | 0.1% | -3% | 1.9% | 8% | -22% | -6% | 0.0% | -24% | -2.7%
Cn1c(=O)[nH]c(=O)c2c1nc(Br)n2CCSc1nnnn1-c1ccccc1 | -0.3% | -4% | 0.9% | 5% | 6% | 36% | 0.3% | -6% | -3.0%
CCCCCCCCOC1OC(CO)C(O)C(O)C1NC(C)=O (centres undefined) | -0.1% | -1% | -1.7% | 9% | 14% | 15% | 0.3% | 1% | 3.5%
Cc1ccc(-n2nnnc2-c2cnc3ccc(Cl)cc3c2-c2ccccc2)cc1 | 0.2% | 3% | -1.3% | 40% | 9% | -84% | u | -3% | 2.1%
COc1ccc(CC(=O)N2CCN(c3cccc(C)c3C)CC2)cc1 | -0.3% | x | -0.5% | 1% | -24% | -16%[20 µM] | -1.3% | 8% | -2.3%
Cc1ccccc1S(=O)(=O)N1CCN(C)CC1 | 0.2% | -3% | 1.5% | -7% | -7% | -14% | 0.0% | 6% | 7.2%
CCN(CC)CCN(C(=O)CCS(=O)(=O)c1ccccc1)c1nc2cc(C)cc(C)c2s1 | 0.0% | -5% | 6.5% | 7% | -36% | 1% | -0.5% | 16% | -1.9%
CN(CCCC1CCCC1)C(=O)c1cc(COc2c(F)cccc2F)on1 | -0.2% | 1% | -0.2% | 7% | -23% | 8% | -0.9% | -10% | -2.8%
Cc1cc(C)cc(NC(=O)C2CCN(S(C)(=O)=O)CC2)c1 | -0.2% | 1% | -2.5% | -5% | -3% | -26%[20 µM] | 0.0% | 10% | x
COc1cc(S(=O)(=O)Nc2cccc(C)c2)ccc1N=Cc1c(C)[nH]n(-c2ccccc2)c1=O | -0.3% | x | 2.3% | 7% | -19% | 10% | -0.6% | -1% | 5.9%
COc1cccc(-c2cc(C(F)(F)F)c(C#N)c(=O)[nH]2)c1 | -0.1% | 1% | 13% | -6% | -33% | -27% | 1.7% | 2% | 6.7%
COc1ccccc1NC(=S)N1CCNC(=O)C1CC(=O)Nc1cccc(C)c1 (centres undefined) | -0.1% | -7% | -0.6% | -10% | -6% | 9% | 0.1% | 8% | 0.5%
Cc1ccc(-c2cc(C(F)(F)F)nc(SCC(=O)c3cccc([N+](=O)[O-])c3)n2)cc1 | -0.1% | 1% | -1.4% | x | 29% | -19% | 1.5% | 5% | 3.2%
Cc1c(C=O)n(C)n(-c2ccccc2)c1=O | -0.2% | -4% | 1.1% | 6% | -12% | 0% | 0.6% | -10% | -7.4%
O=[N+]([O-])c1ccc(/C([O-])=C(/C(=S)Nc2ccccc2F)[n+]2ccccc2)cc1 | 0.2% | -4% | 0.5% | 6% | -31% | 6% | -0.4% | 4% | 0.7%
C/C(=N/NC(=O)CCC(=O)Nc1ccc(Br)cc1)c1ccc(Br)cc1 | 0.0% | -5% | -0.3% | 0% | -16% | 6% | u | -18% | -1.8%
O=C1CCCC(O)=C1N=Nc1c(Cl)cc(Cl)cc1Cl | -0.1% | 1% | -1.2% | 2% | -14% | 13% | u | -24% | -3.5%
Cc1ccc(C(=O)N2CCN(C(=O)c3ccc(C)cc3)C2)cc1 | -0.1% | -2% | 2.1% | 1% | -5% | -9% | -0.2% | -4% | -3.8%
O=C(O)C1CCCCC1C(=O)NCCCCc1ccccc1 (centres undefined) | 0.2% | 3% | -1.9% | -27% | -4% | -12% | 0.2% | 11% | 1.1%
O=C(Nc1cccc([N+](=O)[O-])c1)c1ccncc1 | 0.5% | -12% | 1.5% | 1% | -1% | -18% | -0.4% | -10% | -7.3%
Cc1ccc(-c2csc(N(CC3CCCO3)C(=O)c3ccco3)n2)cc1 (centres undefined) | -0.1% | -5% | -0.4% | 0% | 8% | 30% | -1.5% | 2% | -0.2%
O=S1(=O)CCN(Cc2ccccn2)CC1 | 0.0% | -7% | 2.3% | 6% | -2% | 35% | 0.3% | 20% | -4.1%
O=C(N/N=C/c1c[nH]c2ccccc12)c1ccc(Br)cc1 | 0.0% | -6% | -2.6% | 6% | -1% | -7% | -0.3% | -15% | -1.5%
O=C(c1ccc(O)cc1)c1ccc(Cl)cc1 | 0.5% | -3% | -2.3% | 11% | -4% | -5% | 1.2% | 5% | 1.7%
Cc1ccc(NS(=O)(=O)c2cc(NC(=O)c3ccc4c(c3)NC(=O)CS4)ccc2C)c(C)c1 | 0.3% | 5% | 2.5% | 0% | x | -29%[20 µM] | 0.8% | -18% | -2.5%
COc1ccc(CCC(=O)OCC(=O)Nc2ccc(OC)c(OC)c2)cc1OC | -0.1% | -3% | -2.6% | -7% | -30% | -29% | -0.2% | 15% | 0.6%
COc1cc(Cl)ccc1OCc1cc(C(=O)N2C[C@]3(C)C[C@H]2CC(C)(C)C3)no1 | 0.0% | -5% | 0.4% | 1% | -52% | -14% | -0.5% | -2% | 3.5%
